Screens from PubChem.
FXIIa inh 1536: blocks human coagulation factor XIIa protease activity | 220,000 compounds, 0.3% hits | inhibition, % at 5 µM | purified FXIIa, Boc-QGR-AMC fluorogenic substrate, 2 h | P00748; in the data active means inhibition above about 40%;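 further: 0% = enzyme with no compound and 100% = blank without enzyme; many of its hits are not listed in these tables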
thrombin 1536: thrombin (human) inhibition; P00734; alpha-thrombin, Boc-VPR-AMC fluorogenic substrate cleavage; inhibition, % at 5 µM; 220,000 compounds, 0.26% hits; AID 1046;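 active means inhibition at or above 40%; inactive means inhibition below 40%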;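 further: 0% = enzyme with no compound and 100% = wells without enzyme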
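System: Human alpha-thrombin protein | Medium: pH 7.5 Tris (50 mM) with NaCl 150 mM, Tween 20 0.05% | Times: Enzyme reaction carried out at room temperature | Detection: AMC fluorescence, 355/460 nm | Evaluation: Percent inhibition scaled between no-compound controls and no-enzyme blanks | Benchmarks: Enzyme without compound as high, wells lacking enzyme as low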
Wee1 stabilizer: blocks degradation of human Wee1 kinase. AID 1321. HeLa Luc-Wee1K328M stability, luciferase luminescence; 100% = proteasome inhibitor MG132 effect. reporter increase, % at 5 µM. 220,000 compounds, 1.2% hits. P30291;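 active means activation above the mean of all tested compounds plus 3 SD, set per screening run, cut at about 8.8% in these data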;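 further: cells exposed to compound for 20 h before luminescence read; 0% = DMSO alone and 100% = MG132 at 30 µM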
Runt-CBFb FRET: Runt domain-CBFb interaction inhibition; inhibition, % at 20 µM; Q01196+Q13951; 220,000 compounds, 0.46% hits; Cerulean-Runt/Venus-CBFb FRET ratio 530/480, 1 h;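 active means inhibition over about 50% at 20 µM in the single-dose screen, limit read from the data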;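 further: 0% = DMSO wells and 100% = excess unlabeled CBFb competitor control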
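Schedule: protein complex preformed 1 h, compound exposure 1 h, room temperature, dark; test system: Cerulean-labeled Runt domain protein; amount: 100 nM per protein; buffer or medium: Tris 50 mM pH 7.5, KCl, K2SO4, 0.01% BSA; read-out: loss of energy transfer signal; detection: FRET fluorescence; controls: 5 µM unlabeled CBFb as full-inhibition high control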
KLK5 inh: inhibitors of human kallikrein 5; 210,000 compounds, 0.59% hits; inhibition, % at 5 µM; Q9Y337; recombinant hK5, fluorogenic AMC substrate cleavage;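 active means inhibition of 40% or more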;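 further: 0% = enzyme controls without compound and 100% = no-enzyme blanks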
Target sequence (Q9Y337 67-293 limits assumed): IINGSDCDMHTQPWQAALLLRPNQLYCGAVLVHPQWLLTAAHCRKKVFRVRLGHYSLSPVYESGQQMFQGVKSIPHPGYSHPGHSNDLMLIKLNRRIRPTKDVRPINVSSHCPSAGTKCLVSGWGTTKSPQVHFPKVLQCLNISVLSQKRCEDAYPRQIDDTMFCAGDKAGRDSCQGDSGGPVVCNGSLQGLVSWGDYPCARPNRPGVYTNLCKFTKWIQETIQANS
14-3-3 Bad PPI: disrupts binding of bovine 14-3-3 zeta to phospho-Bad peptide | 220,000 compounds, 0.71% hits | TR-FRET 14-3-3zeta/Dy647-pBad peptide displacement, 1 h | P63103 | inhibition, % at 21.7 µM;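 active means inhibition above about 70%, limit read from the data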;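 further: 0% = full 14-3-3 plus peptide FRET controls and 100% = background without 14-3-3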
Target sequence (P63103 whole entry, looked up): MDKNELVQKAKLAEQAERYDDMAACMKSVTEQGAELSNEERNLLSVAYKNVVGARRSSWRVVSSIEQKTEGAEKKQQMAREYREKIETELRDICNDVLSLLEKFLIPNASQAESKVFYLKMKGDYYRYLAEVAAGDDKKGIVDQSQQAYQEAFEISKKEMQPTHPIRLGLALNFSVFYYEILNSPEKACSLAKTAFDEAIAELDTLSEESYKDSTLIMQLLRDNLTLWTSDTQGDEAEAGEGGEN
Runt-SMMHC FRET: Runt domain-CBFb-SMMHC interaction inhibition; Q01196+Q13951; Cerulean-Runt/Venus-CBFb-SMMHC FRET ratio 530/480, 1 h; inhibition, % at 20 µM; 220,000 compounds, 0.74% hits;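 active means mean inhibition across duplicate retests at 20 µM reaching about 50%, limit read from the data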;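 further: 0% = DMSO wells and 100% = wells with excess untagged CBFb-SMMHC; inhibitors lower the FRET ratio by blocking Runt binding to CBFb-SMMHC; some results filed as inactive read as strong as hits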
Hck-Nef inh: human Hck-Nef kinase inhibition | P08631 | Recombinant Hck-YEEI plus Nef, Z-Lyte FRET kinase assay | inhibition, % at 20 µM | 220,000 compounds, 0.68% hits | AID 463187;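 active means Hck-Nef kinase inhibition above about 50%, limit read from the data; inactive means inhibition below that limit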;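 further: 0% = DMSO with Hck plus Nef and 100% = Hck alone without Nef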
Target sequence (P08631 whole entry, looked up): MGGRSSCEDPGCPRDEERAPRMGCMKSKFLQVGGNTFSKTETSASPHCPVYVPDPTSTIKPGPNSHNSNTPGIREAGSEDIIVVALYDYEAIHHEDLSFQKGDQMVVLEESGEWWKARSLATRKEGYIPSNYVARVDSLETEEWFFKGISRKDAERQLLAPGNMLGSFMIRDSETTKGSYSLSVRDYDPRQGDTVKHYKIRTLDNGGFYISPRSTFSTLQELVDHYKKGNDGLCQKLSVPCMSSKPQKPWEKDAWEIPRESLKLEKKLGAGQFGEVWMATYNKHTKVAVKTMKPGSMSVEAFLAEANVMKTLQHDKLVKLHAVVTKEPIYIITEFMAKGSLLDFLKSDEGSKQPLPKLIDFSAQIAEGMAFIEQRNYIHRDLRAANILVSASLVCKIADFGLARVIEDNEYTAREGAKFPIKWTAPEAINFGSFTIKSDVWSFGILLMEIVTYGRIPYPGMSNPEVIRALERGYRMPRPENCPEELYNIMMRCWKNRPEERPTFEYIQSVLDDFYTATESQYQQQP
FXIa inh: factor XIa (human) inhibition. P03951. purified FXIa, Boc-Glu-Ala-Arg-AMC fluorogenic substrate. 220,000 compounds, 0.14% hits. inhibition, % at 5 µM;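 active means inhibition of at least 40%; inactive means inhibition below 40%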;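 further: fluorescence of freed AMC excited at 355 nm; 0% = enzyme without compound and 100% = no enzyme blank; many of its hits are not listed in these tables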
Active calls of the source: *; x = no result given; [ ] = remark or other dose.

SMILES	FXIIa inh 1536	thrombin 1536	Wee1 stabilizer	Runt-CBFb FRET	KLK5 inh	14-3-3 Bad PPI	Runt-SMMHC FRET	Hck-Nef inh	FXIa inh
COc1cc(CN(CCc2c(C)[nH]c3ccc(C)cc23)C(=S)NC(C)(C)C)cc(OC)c1OC	15	2	-2	-3	-11	2	1	-2	8
Cc1cc(/C=C(\C#N)C(=O)OCC(=O)Nc2ccc(OC(F)F)cc2)c(C)n1CC(C)C	8	-3	-2	1	4	-8	-7	2	-4
CS(=O)(=O)N(CC(=O)N1CCCC1)Cc1ccccc1	4	-4	-2	x	0	-7	x	17	-2
c1ccc2c(c1)nnn2-c1ncnc2sccc12	6	4	-2	3	9	-5	2	23	-1
C=CCNC(=S)N/N=C(\C)c1cccnc1	1	-1	-3	-4	-10	-7	-3	-3	-4
CCOC(=O)CCSc1nc(-c2ccc3c(c2)OCO3)cc(C(F)(F)F)c1C#N	-43	-20	0	16	-282	4	2	7	-10
Cc1ccc(-c2nnc(-n3nc(C)cc3C)c3ccccc23)cc1	0	-3	-1	0	-5	3	-1	3	5
Cc1noc(/C=C/N(C)C)c1S(=O)(=O)N1CCCC(C(=O)NC2CCCCC2)C1 (stereo not drawn)	15	-4	-3	0	-8	0[fluorescence artefact?]	0	22	4
CSc1ccc(CN2CCN(C3CCCC3)C(CCO)C2)cc1 (stereo not drawn)	5	2	-3	0	x	-3	-2	10	5
COCCN(C(=S)Nc1c(C)cccc1C)C(C)c1ccco1 (stereo not drawn)	15	3	2	2	4	-2	0	19	3
COc1ccc(C(=O)N2CCc3c([nH]c4ccccc34)C2C(F)(F)F)cc1 (stereo not drawn)	7	0	1	0	-7	-2	3	4	-8
CCOP(=O)(c1c(F)c(F)c(F)c(F)c1F)C1(O)CCCCC1 (stereo not drawn)	2	2	0	-1	1	18	-2	0	-3
COC(=O)c1sc2nc(C)cc(-c3ccccc3)c2c1N	2	7	2	4	-7	-4	-4	2	13
COC(=O)CN(c1nc(C)cc(OC)n1)S(=O)(=O)c1ccccc1	-11	-7	-2	0	11	8	0	7	-5
COc1ccc(N=Cc2c(O)[nH]c3ccccc23)cc1OC	4	-2	-1	-1	-9	-14	6	53*	-11
Cc1cc(S(=O)(=O)N(Cc2ccccc2)Cc2ccc(N(C)C)cc2)ccc1-n1cnnn1	5	3	2	-1	-22	5	-3	-5	3
COc1cc(/C=N\NC(=O)C2CC3C=CC2C3)ccc1O (stereo not drawn)	14	1	-1	2	-6	-27	5	5	10
O=C(C1=C[C@H](c2ccc(Br)cc2)C[C@H](OCCCCO)O1)N1CCN(Cc2ccc3c(c2)OCO3)CC1	2	-5	-1	-2	-5	5	-10	4	-2
CCCN1C(=O)N(C)C(N(O)C(=O)NC)C1(C)C (stereo not drawn)	5	-3	-1	0	20	5	-1	0	-5
Cc1cccc(NC(=O)CN2C(=O)N/C(=C\c3ccc(N4CCOCC4)cc3)C2=O)c1	14	-2	0	-26	-3	7	-39	11	6
CC(C)CNC1CCS(=O)(=O)C1 (stereo not drawn)	3	0	-1	1	0	0	-7	14	0
CCOC(=O)c1nnn(-c2nonc2N)c1CS(=O)(=O)c1ccccc1	17	4	-3	-3	5	-5	-2	0	4
COc1ccc2nc(NC(=O)CSc3nnnn3C)sc2c1	7	-6	5	-1	3	10	-3	13	0
Cc1ccc(C2CC(=O)C=C(Nc3ccc(Cl)cc3)C2)cc1 (stereo not drawn)	6	-8	-2	-1	-18	5	1	1	5
Clc1ccc(-[n+]2c(-c3cccc(Br)c3)[nH]c3nc4ccccc4nc32)cc1	5	-5	2	3	-2	-3	7	13	-3

Part of the list above, as comma-separated lines.
smiles,FXIIa inh 1536,thrombin 1536,Wee1 stabilizer,Runt-CBFb FRET,KLK5 inh,14-3-3 Bad PPI,Runt-SMMHC FRET,Hck-Nef inh,FXIa inh
COc1ccc2nc(NC(=O)CSc3nnnn3C)sc2c1,7,-6,5,-1,3,10,-3,13,0
Cc1ccc(C2CC(=O)C=C(Nc3ccc(Cl)cc3)C2)cc1 (stereo not drawn),6,-8,-2,-1,-18,5,1,1,5
Clc1ccc(-[n+]2c(-c3cccc(Br)c3)[nH]c3nc4ccccc4nc32)cc1,5,-5,2,3,-2,-3,7,13,-3

The listing continues.
SMILES	FXIIa inh 1536	thrombin 1536	Wee1 stabilizer	Runt-CBFb FRET	KLK5 inh	14-3-3 Bad PPI	Runt-SMMHC FRET	Hck-Nef inh	FXIa inh
Cc1nnc(-n2ncc(C#N)c2N)c2nn(-c3cccc(Cl)c3)c(C)c12	17	3	1	0	-5	-6[fluorescence artefact?]	-8	12	9
O=C(CSc1nc2ccccc2o1)c1ccccc1	14	5	2	0	-7	-6[fluorescence artefact?]	-2	8	5
O=C(CSc1nc2ccc(Nc3nc(N4CCCC4)nc(N4CCCC4)n3)cc2s1)NCc1ccco1	-3	-10	1	-6	-4	-1	-7	27	-5
CCn1cc(Br)c(C(=O)Nc2ccc(F)cc2F)n1	12	2	6	-2	1	5	3	17	2
Cn1nc(C(C)(C)C)c([N+](=O)[O-])c1C(=O)Nc1cccc2ccccc12	10	4	1	0	5	2	1	14	4
Cc1cc(C)n(-c2cccc3cccnc23)n1	1	0	1	0	19	3[fluorescence artefact?]	-9	4	0
O=C(c1ccc(COc2ccc(Cl)cc2)o1)N1CCN(Cc2ccc3c(c2)OCO3)CC1	-14	-9	3	-4	-22	7	-5	0	-6
CS(=O)(=O)N1CCN(C(=S)NCc2ccc(F)cc2)CC1	8	-9	5	1	-30	-16	3	1	-3
Cc1cc(Cl)c2ccc(Cl)cc2n1	8	-1	0	0	0	-19	-2	7	2
Cc1ccccc1NC(=O)CC1SC(=O)N(c2ccccc2)C1=O (stereo not drawn)	5	-3	-1	8	-27	-8[fluorescence artefact?]	4	2	3
Cc1nn(Cc2c(F)c(F)c(F)c(F)c2F)c(C)c1NC(=O)c1c([N+](=O)[O-])cnn1C	15	3	1	2	-6	-6	-3	3	5
Cc1cc(=O)n(-c2ccc(Cl)cc2)c(=O)[nH]1	6	-1	-2	2	-5	-11	-3	3	0
Cc1cccc(N2C(=O)N(c3ccccc3C)C3CS(=O)(=O)CC32)c1 (stereo not drawn)	18	-2	1	1	-7	0[fluorescence artefact?]	-8	0	4
Cc1ccc(OCCOCCn2cnc3ccccc3c2=O)c([N+](=O)[O-])c1	10	-9	-3	-2	-18	-4	0	3	4
CC1(C)CC2(CCCN3C(=O)CSC32)CCS1 (stereo not drawn)	17	2	1	-3	-5	-1	-3	1	11
CC(=O)c1c(C)nc(-c2ccc(Cl)cc2)nc1N=CN(C)C	8	-6	-1	-23	2	84*	-93	1	0
CCc1cccc(NC(=O)Cn2ncn3c(cc4ccccc43)c2=O)c1	3	-7	-4	0	-20	7	0	-1	-2
CCOC(=O)c1[nH]c(=O)[nH]c1CSc1ccccn1	6	-3	0	27	-19	-3	7	-1	4
Cc1ccc(CSc2sc(C(=O)c3ccccc3)c(N)c2C#N)cc1	12	3	-2	6	4	-21	-1	-15	4
Cn1nnnc1SCCNC/C=C/c1ccccc1	8	0	0	-2	3	2	-1	1	3
O=S(=O)(Nc1cccnc1)c1ccc2c(c1)OCCO2	21	2	-1	0	2	2[fluorescence artefact?]	4	1	6
COc1ccc(OCC(O)CNC(=O)Nc2cc(C)cc(C)c2)cc1 (stereo not drawn)	7	0	-4	-1	-3	2	-2	1	0
CN1CCN(C(N)=NC(=O)c2ccccc2)CC1	3	-2	-3	1	-9	-6	-6	3	0
Cc1ccc(S(=O)(=O)n2nc(-c3cccnc3)nc2N)cc1	18	4	2	0	-12	5	1	4	8
CC1CN(C(=O)C2CCCN2S(=O)(=O)c2ccc(Cl)cc2)CC(C)O1 (stereo not drawn)	3	-4	1	0	4	-8	-4	1	4

Other entries.
SMILES	FXIIa inh 1536	thrombin 1536	Wee1 stabilizer	Runt-CBFb FRET	KLK5 inh	14-3-3 Bad PPI	Runt-SMMHC FRET	Hck-Nef inh	FXIa inh
COc1ccc(-c2nnc(SCC(=O)c3cccs3)o2)cc1	28	2	1	-3	-10	-2	2	-6	4
COc1ccc([N+](=O)[O-])cc1/C=N/Nc1nc(N2CCCCC2)nc(N2CCCCC2)n1	11	-7	1	-1	-2	-9	2	13	-1
OCCN1CCN(c2cc(-c3ccccc3)c3ccccc3n2)CC1	-3	-15	1	1	-23	21[fluorescence artefact?]	1	0	-4
CC(C)(C)NC(=O)Cn1c(SCC(N)=O)nc2ccccc21	11	6	-1	-1	-7	-1	-6	-1	6
COc1ccc(OC)c(Nc2ncnc3ccccc23)c1	10	-13	-2	3	-16	52	-2	1	-2
CCOC(=O)C1C(=O)OC(C)(C)C1C(C)C(=O)c1ccccc1 (stereo not drawn)	19	1	1	1	15	-12[fluorescence artefact?]	-2	5	6
Cc1cc(Cl)c(S(=O)(=O)N2CCN(c3ccccn3)CC2)cc1OCC(=O)NC1CCCCC1	7	-1	-1	1	4	2	-4	19	2
O=C(O)c1ccccc1-c1nc2ccccc2c(=O)[nH]1	7	-1	1	0	-22	-1	0	0	-12

Entries listed so far with a cyano group (four):
SMILES	FXIIa inh 1536	thrombin 1536	Wee1 stabilizer	Runt-CBFb FRET	KLK5 inh	14-3-3 Bad PPI	Runt-SMMHC FRET	Hck-Nef inh	FXIa inh
Cc1cc(/C=C(\C#N)C(=O)OCC(=O)Nc2ccc(OC(F)F)cc2)c(C)n1CC(C)C	8	-3	-2	1	4	-8	-7	2	-4
CCOC(=O)CCSc1nc(-c2ccc3c(c2)OCO3)cc(C(F)(F)F)c1C#N	-43	-20	0	16	-282	4	2	7	-10
Cc1nnc(-n2ncc(C#N)c2N)c2nn(-c3cccc(Cl)c3)c(C)c12	17	3	1	0	-5	-6[fluorescence artefact?]	-8	12	9
Cc1ccc(CSc2sc(C(=O)c3ccccc3)c(N)c2C#N)cc1	12	3	-2	6	4	-21	-1	-15	4

Part of the list above in order of molecular weight, low to high.
SMILES	FXIIa inh 1536	thrombin 1536	Wee1 stabilizer	Runt-CBFb FRET	KLK5 inh	14-3-3 Bad PPI	Runt-SMMHC FRET	Hck-Nef inh	FXIa inh
O=C(O)c1ccccc1-c1nc2ccccc2c(=O)[nH]1	7	-1	1	0	-22	-1	0	0	-12
CC(C)(C)NC(=O)Cn1c(SCC(N)=O)nc2ccccc21	11	6	-1	-1	-7	-1	-6	-1	6
OCCN1CCN(c2cc(-c3ccccc3)c3ccccc3n2)CC1	-3	-15	1	1	-23	21[fluorescence artefact?]	1	0	-4
